Assay outcomes as filed in PubChem.
human PMI inhibition: inhibitors of human PMI, primary screen, biochemical, fluorescence intensity, coupled assay (AID 1209); purified PMI enzyme, coupled fluorescence intensity; higher % means a stronger effect; one-dose inhibition, % at 20 µM; IC50 in µM for titrated hits; 190,000 compounds, 0.42% hits;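 note: plate controls were DMSO vehicle for no effect and wells lacking substrate for full effect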
human PMI inhibitors: human PMI inhibitors, high substrate, primary screen, biochemical, fluorescence intensity, high mannose 6-phosphate (AID 1220); recombinant PMI enzyme, coupled fluorescence intensity; higher % means a stronger effect; inhibition, % at 20 µM; hits with a dose series show IC50 in µM; 190,000 compounds, 0.66% hits
Autophagy HCS: autophagy modulation, high-content screen; MEF GFP-LC3 puncta imaging; test concentration mostly 10 µM; calls only at 10 µM (by protocol); 190,000 compounds, 0.98% hits; AID 463193;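 active = percentage of spot-positive cells more than 3 SD above its plate mean, without a fluorescence outlier flag or 80% toxicity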;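 note: spot-positive cell cutoff set from DMSO-treated cells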
T cell modulator: T cell immune modulation candidate. 2C CD8+ T cell-vesicle binding, flow cytometry; stronger effect = lower value. calls only at 7 µM. 330,000 compounds, 0.068% hits. AID 2052;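 active = response, share of CD8 T cells binding vesicles, and their 90th percentile fluorescence all below set limits, cut at about 80% in these data, passing the limit was not always enough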
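Assay system – 2C mouse CD8+ T cells · Also added – QL9-loaded Drosophila micro-vesicles · Timing – Cell–vesicle co-incubation 1.5 h at 37 °C, staining 20 min on ice · Signal – flow cytometry of vesicle-bound cells · Measure – percent CD8+ FL2 mean versus row control · Controls – Peptide-free naked vesicles (low) and QL9 vesicles with 0.7% DMSO vehicle (high)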
MT stabilizer: microtubule stabilizers in HeLa cells; HeLa tubulin immunostaining HCS, 24 h; share of cells brighter than vehicle mean+2SD; % tubulin-high responders, % at 10 µM; 200,000 compounds, 0.83% hits; AID 2205;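 active = plate Z-score above 3 for both tubulin-high and condensed-nucleus cell shares, with cell loss under 80%, at 10 µM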;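 note: anti alpha tubulin signal scored within the nucleus-defined area of each cell; some results filed as inactive read as strong as hits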
TNAP activation fold: stimulation of alkaline phosphatase TNAP activity – biochemical, luminescent, no phosphate acceptor, uHTS, primary screen (AID 1001) | activation fold at 20 µM; hits with a dose series show EC50 in µM | 200,000 compounds, 0.03% hits | purified TNAP, luminescent activation assay, no phosphate acceptor; higher activation fold means a stronger effect; in the data active = activation fold from about 3, or a potency from the dose series; inactive = the rest, 99 in 100 with activation fold below about 1.6; note: many of its hits are not listed in these tables
b-catenin transl: modulators of beta-catenin nuclear translocation; AID 1665; HeLa beta-catenin nuclear translocation, immunofluorescence imaging; nuclear translocation activity, % at 5 µM; 190,000 compounds, 0.3% hits;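 active = nuclear translocation activity above 50% at 5 µM, with a well cell count of 50 or more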;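 note: per-cell ratio of nuclear to cytoplasmic median beta-catenin stain intensity; plate controls were DMSO negative control for no effect and GSK-3 inhibitor IX positive control for full effect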
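Read-out: Nuclear/cytoplasmic beta-catenin signal ratio, % activation | Assay system: Human HeLa cell line | Times: 24 h compound exposure at 37°C, 5% CO2 | Signal: Fluorescence imaging of beta-catenin antibody stain plus DAPI | Dosing: 5 µM primary, 0.02–20 µM confirmation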
Insulin prom up: MIN6 insulin promoter up-regulation | 190,000 compounds, 0.3% hits | AID 1625 | MIN6 insulin promoter-GFP reporter, high-content imaging; stronger effect = higher value | z-score at 5 µM;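 active = z-score above 3 at 5 µM with at least 500 cells counted in the well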
Hep lipid drop: modulators of hepatic lipid droplet formation; AID 1656; 240,000 compounds, 0.4% hits; AML12 mouse hepatocytes, oleate lipid droplets, BODIPY imaging; inhibition, % at 6.5 µM;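 active = lipid droplet intensity inhibited by at least 50%, with more than 500 cells counted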
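Assay system: AML12 hepatocytes (mouse); Probe or stimulus: oleic acid at 100 µM to induce lipid droplet formation; Dosing: compound at 6.5 µM only; Schedule: compound with oleate, overnight; Detection: fluorescence imaging, 20x objective, two fields per well; Measure: % inhibition of lipid droplet signal.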
Insulin prom up cell count: second read-out of Insulin prom up, no call of its own (marks repeat the call); cell count; measured here: cytotoxicity, nuclei count;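 total cells summed across four imaged fields per well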
Hep lipid drop cells 6.5 µM: second read-out of Hep lipid drop, no call of its own (marks repeat the call); cell count; measured here: cell count, cytotoxicity flag;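 cells counted across two imaged fields per well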
b-catenin transl cell count 5 µM: recorded beside b-catenin transl, whose call it bears; cell count; measured here: cell count, cytotoxicity flag
T cell modulator vesicle-bound %: also measured in T cell modulator; calls as there; double positive events, %; measured here: CD8+ vesicle-bound cell fraction;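 binding gate set so that unloaded-vesicle control wells show 10% double positive cells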
MT stabilizer Hoechst-high %: recorded beside MT stabilizer, whose call it bears; % Hoechst-high responders; measured here: nuclear condensation Hoechst responders;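 share of cells brighter than vehicle mean plus two SD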
MT stabilizer cytotoxicity %: second read-out of MT stabilizer, no call of its own (marks repeat the call); toxicity, %; measured here: cytotoxicity by cell density;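 0% = mean cell density of plate MIN control wells and 100% = no cells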
Autophagy HCS cell loss 18 h: recorded beside Autophagy HCS, whose call it bears; toxicity, %; measured here: cell loss, nuclei count;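 cell loss after 18 h compound exposure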
The depositor's hits bear a star; i = inactive; · = no result given. Cut-off read from the data, not from the text of the source, unless noted: active = inhibition above about 50%; inactive = the rest.

SMILES	human PMI inhibition	human PMI inhibitors	Autophagy HCS	Autophagy HCS cell loss 18 h	T cell modulator	T cell modulator vesicle-bound %	MT stabilizer	MT stabilizer Hoechst-high %	MT stabilizer cytotoxicity %	TNAP activation fold	b-catenin transl	b-catenin transl cell count 5 µM	Insulin prom up	Insulin prom up cell count	Hep lipid drop	Hep lipid drop cells 6.5 µM
CC(C)(C)NS(=O)(=O)c1ccc(CCC(=O)NCc2ccco2)cc1	7%	0%	i	0	i	28	3.0	2.0	10	1.2	2.4	1182	0.03	1290	-17	737
NC(=O)c1c(NC(=O)CN2C(=O)NC(Cc3ccccc3)C2=O)sc2c1CCC2 (stereo not given)	·	·	·	·	i	17	·	·	·	·	-1.3	1284	1.6	1556	-17	787
COc1ccccc1NC(=O)c1sc2ncn(Cc3ccc(C)cc3)c(=O)c2c1C	7%	14%	i	5	i	59	2.4	4.6	0.8	1	1.0	1118	-0.73	1777	6	645
N#C/C(=C(/O)c1ccc(C(=O)c2ccccc2)cc1)c1nc2ccccc2[nH]1	·	·	·	·	i	52	·	·	·	·	0.2	1162	-0.11	1380	-26	661
Cc1cc(=O)oc(C)c1C(=O)NCc1ccccc1	6%	4%	i	-27	i	40	2.3	1.5	10	1.1	-1.8	1390	1.1	1600	·	·
CCOC(=O)N1CCC(NC(=O)c2cc3c(-c4cccc(OC)c4)nn(C)c3s2)CC1	11%	1%	i	12	i	56	7.7*	7.2*	18*	1	-0.4	1016	-1.3	1300	-15	706
Cc1ccccc1OCC(=O)OCC(=O)Nc1cc(C(F)(F)F)ccc1N1CCOCC1	16%	8%	i	13	i	57	4.2	1.4	4.2	1.1	0.3	1025	-0.73	1502	7	585
Cc1ccc(NC(=O)COC(=O)CCC(=O)c2cccs2)c(C)c1	-6%	0%	i	8	i	53	3.0	1.8	2.2	1.1	-4.4	1108	0.08	1293	7	722
O=C(CCC(=O)c1ccc(F)cc1)Nc1cc(Cl)cc(Cl)c1	6%	5%	i	10	i	28	2.5	2.6	8.8	1.1	0.7	1262	0.24	1426	·	·
C/C(=N\Nc1ccc([N+](=O)[O-])cc1)c1cc2ccccc2o1	7%	3%	i	-17	i	31	3.9	1.1	8.7	0.9	-5.9	1100	·	·	7	691
O=C1c2ccccc2C(O)(c2ncc[nH]2)N1C1CCCCC1 (stereo not given)	-9%	-6%	i	-35	i	15	4.7	1.5	0.8	1	-3.1	1173	0.4	1120	·	·
c1ccc2c(c1)nnn2CNc1nccs1	2%	10%	i	8	i	29	3.5	1.3	12	1.1	-3.5	530	-0.05	1405	4	747
CCCCCCC(=O)N(O)C1CC(=O)N(c2ccc(F)cc2)C1=O (stereo not given)	·	·	·	·	i	33	·	·	·	·	-0.7	1351	-0.39	1050	21	764
O=C(NCCc1c[nH]c2ccccc12)C(=O)NCC1OCCN1S(=O)(=O)c1cc(F)ccc1F (stereo not given)	·	·	·	·	i	35	·	·	·	·	1.0	1291	0.05	983	-22	719
Cn1c(=O)c2c(nc(CN3CCN(C(=O)c4ccco4)CC3)n2Cc2ccccc2)n(C)c1=O	5%	1%	i	-9	i	44	3.8	2.7	6.8	1.1	-1.4	1124	-1.1	1650	-1	645
Cc1cc(C)cc(N(C(=O)c2csnn2)C(C(=O)NC(C)(C)C)c2ccccn2)c1 (stereo not given)	2%	4%	i	-19	i	34	3.7	1.7	6.6	1	-0.6	1562	0.01	1525	4	703
O=C(Nc1ccc2c(c1)OCCO2)c1ccc(Br)c(S(=O)(=O)N2CCOCC2)c1	1%	4%	i	43	·	·	3.1	1.8	11	1	-3.3	1140	-0.96	1065	·	·
Cc1ccc(NC(=O)c2ccncc2)cc1S(=O)(=O)N(C)C	-1%	-13%	i	-1	i	51	4.7	2.6	9.7	1	0.0	953	1.4	1070	-1	634
CCCCCCN=C(C)C1=C(O)C(C(=O)OC)C(C)(C)CC1=O (stereo not given)	-5%	3%	i	-16	i	30	5.6	3.8	8.3	1	-1.4	1034	0.41	1728	-8	648
Cc1ccc(C(=O)N2CC(=O)Nc3ccccc32)o1	-50%	-40%	i	2	i	7	3.0	2.5	7.3	1.1	-0.7	527	0.49	1454	5	693
CCOC(=O)C1CCN(S(=O)(=O)c2ccc3[nH]c(=O)c(=O)[nH]c3c2)CC1	-6%	14%	i	5	i	46	4.7	2.7	4.1	1.2	1.2	1139	-0.65	1321	14	702
CC1CCCCC12NC(=O)N(CC(=O)Nc1sc3c(c1C(N)=O)CCC3)C2=O (stereo not given)	6%	10%	i	-1	i	36	2.6	1.5	4.6	1.1	-2.0	1072	0.49	820	-2	890
COCCn1nnnc1C(c1cc2ccc(C)cc2[nH]c1=O)N(Cc1ccco1)Cc1cccs1 (stereo not given)	8%	4%	i	-1	i	12	5.0	1.9	9.3	1.1	1.6	1124	-0.9	1090	·	·
C=CCNC(=O)CSc1nc2scc(-c3ccco3)c2c(=O)n1CC=C	·	·	·	·	i	56	·	·	·	·	0.2	1239	-0.51	1106	22	697
c1ccc(CNc2ncnc3sc4c(c23)CCC4)nc1	-3%	-1%	i	3	i	34	4.2	3.0	0.1	1.1	0.1	1423	-0.85	1379	·	·
O=C(CN1C(=O)c2ccccc2C1=O)NCc1ccc(N2CCOCC2)cc1	·	·	·	·	i	11	·	·	·	·	-0.6	1083	-0.47	1347	-1	679
COc1ccc(OCc2ccc(C(=O)O)cc2)cc1	0%	-7%	i	-5	i	25	2.4	2.5	3.8	1.1	-4.4	1194	-0.1	1272	2	727
Cc1c(Cl)cccc1NC(=O)C1CCN(S(C)(=O)=O)CC1	·	·	i	0	i	27	2.1	2.1	5.0	1.1	0.9	1551	-1.8	1499	-2	716
Cc1ccc(C(=O)c2c(C)oc3c2C(=O)C(=O)c2ccccc2-3)cc1	73%*	·	i	98	i	42	5.7	1.6	6.8	1	-0.9	1158	-1.3	1350	·	·
O=C1CCN(S(=O)(=O)c2ccccc2)C2CCCCC12 (stereo not given)	14%	19%	i	-4	i	10	3.0	2.2	5.5	1	-1.9	1124	0.37	1875	10	712
O=C(COC(=O)C1CCN(S(=O)(=O)c2cccs2)CC1)NCc1ccc(F)cc1	·	·	·	·	i	19	·	·	·	·	0.2	1300	0.68	1017	2	730
S=c1[nH]nc(COc2ccccc2)n1/N=C/C=C/c1ccccc1	25%	23%	i	7	i	42	4.6	3.0	5.9	0.9	-0.8	1162	0.6	1440	-1	624
Cc1sc(-c2ccncc2)nc1OC(=O)c1ccc(F)cc1F	-3%	-1%	i	2	i	32	3.6	2.3	3.5	1.2	-3.1	1102	0.1	1223	-9	728
CCC(CC)C(=O)Nc1ccccc1-n1cccc1	-3%	-2%	i	-29	i	53	3.3	2.1	9.8	1.2	-0.6	1368	-0.24	1593	·	·
C1CCC(Nc2nc3nonc3nc2N2CCSCC2)C1	-2%	-7%	i	3	i	57	3.3	1.5	6.3	1.1	-1.2	1042	0.96	1331	17	736
COc1ccccc1N1CCN(C(=O)CN(C)S(=O)(=O)c2ccc3c(c2)c(=O)n(C)c(=O)n3C)CC1	-6%	-9%	i	5	i	26	4.3	2.1	4.6	1	-0.8	1074	0.67	1234	-11	717
Cc1ccc(C)c(NC(=S)N(C)CCO)c1	-6%	-5%	i	-1	i	3	2.1	3.2	10	1.1	0.3	1106	0.28	1131	-10	725
O=C(Cn1cc2c(n1)CCCCC2)NCc1ccccn1	-1%	8%	i	2	i	44	2.0	3.8	11	1.2	·	·	0.49	1009	·	·
NC(=O)CC[C@@H]1NC(=O)[C@@H]2CCCN2C(=O)c2cc([N+](=O)[O-])cc(I)c2NCCC[C@@H](C(N)=O)NC1=O	-22%	-6%	i	16	i	22	4.8	3.5	6.1	1.1	·	·	0.05	1343	-2	700
CC(=O)Nc1ccc2c(c1)ncn2-c1ccccc1	·	·	·	·	i	59	·	·	·	·	0.5	1348	-0.02	1092	30	752

Ordered by value in TNAP activation fold (largest number first): three from the list above.
compound	TNAP activation fold
CCC(CC)C(=O)Nc1ccccc1-n1cccc1	1.2
CC1CCCCC12NC(=O)N(CC(=O)Nc1sc3c(c1C(N)=O)CCC3)C2=O (stereo not given)	1.1
Cc1ccc(C(=O)c2c(C)oc3c2C(=O)C(=O)c2ccccc2-3)cc1	1

Returning to the listing, repeating the 2 entries before the break.
SMILES	human PMI inhibition	human PMI inhibitors	Autophagy HCS	Autophagy HCS cell loss 18 h	T cell modulator	T cell modulator vesicle-bound %	MT stabilizer	MT stabilizer Hoechst-high %	MT stabilizer cytotoxicity %	TNAP activation fold	b-catenin transl	b-catenin transl cell count 5 µM	Insulin prom up	Insulin prom up cell count	Hep lipid drop	Hep lipid drop cells 6.5 µM
NC(=O)CC[C@@H]1NC(=O)[C@@H]2CCCN2C(=O)c2cc([N+](=O)[O-])cc(I)c2NCCC[C@@H](C(N)=O)NC1=O	-22%	-6%	i	16	i	22	4.8	3.5	6.1	1.1	·	·	0.05	1343	-2	700
CC(=O)Nc1ccc2c(c1)ncn2-c1ccccc1	·	·	·	·	i	59	·	·	·	·	0.5	1348	-0.02	1092	30	752
Cc1ccc(NC(=O)COC(=O)c2cccnc2Cl)cc1S(=O)(=O)N1CCCCC1	-15%	-14%	i	24	i	34	2.5	3.4	5.9	1	5.5	888	0.27	1191	-10	658
Cc1nc2ccccc2n1/C(=N\S(=O)(=O)c1ccccc1)c1ccccc1	0%	-8%	i	5	i	16	3.0	3.1	8.0	1.1	1.9	1031	0.18	1494	-7	606
O=[N+]([O-])c1ccc(/C=N/N2CCN(c3ccncc3S(=O)(=O)N3CCCCC3)CC2)cc1	2%	13%	i	-2	i	28	2.0	2.0	5.1	1.1	-1.7	563	-0.28	1374	-16	657
Cc1cccc(C(=O)N2CCC(n3nnc4cc(F)ccc43)CC2)c1	0%	6%	i	-3	i	37	2.9	2.0	11	1.1	-1.9	1120	-0.02	1739	-16	633
